High-throughput results from PubChem.
M5 PAM = human M5 muscarinic receptor positive allosteric modulators, primary screen, CHO-K1 cells, Fluo-8 calcium fluorescence; Muscarinic acetylcholine receptor M5 (Homo sapiens), P08912; CHO-K1 hM5, ACh EC20 PAM; 0% = ACh EC20, 100% = ACh EC100; activation, % at 3 µM; actives 0.3% (n = 360,000); AID 624038, 2012;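 active = activation above the run cutoff, the mean activation of all test compounds plus 3 SD, cut at about 18% in these data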
Target sequence (P08912 whole entry, looked up): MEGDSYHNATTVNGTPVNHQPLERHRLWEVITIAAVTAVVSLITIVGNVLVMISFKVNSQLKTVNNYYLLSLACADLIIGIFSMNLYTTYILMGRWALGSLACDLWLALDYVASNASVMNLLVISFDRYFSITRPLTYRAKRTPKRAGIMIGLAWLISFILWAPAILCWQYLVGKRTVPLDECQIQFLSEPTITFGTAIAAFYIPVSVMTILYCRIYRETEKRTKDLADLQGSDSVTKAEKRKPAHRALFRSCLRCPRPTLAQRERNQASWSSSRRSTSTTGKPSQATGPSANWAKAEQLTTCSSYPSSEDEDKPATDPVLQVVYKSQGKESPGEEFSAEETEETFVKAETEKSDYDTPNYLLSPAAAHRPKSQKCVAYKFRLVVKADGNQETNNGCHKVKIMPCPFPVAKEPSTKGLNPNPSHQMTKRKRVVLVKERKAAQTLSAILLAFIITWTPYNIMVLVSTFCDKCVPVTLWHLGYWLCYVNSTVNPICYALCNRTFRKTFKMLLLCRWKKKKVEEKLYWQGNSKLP
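Probe or stimulus: acetylcholine, EC20 level; Assay system: human M5 receptor in CHO-K1 cells; Schedule: compound preincubation 140 s before EC20 acetylcholine addition; Technique: intracellular calcium via Fluo-8 fluorescence; Dosing: single-point, 3 µM nominal; Read-out basis: percent activation from peak-over-basal fluorescence ratio, scaled EC20-to-EC100 acetylcholine; Repeats: one well per compound, no replicates.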
CRFBP-R2 agonist = agonists of CRF-BP/CRF-R2 complex, primary screen, cell-based, HEK293, calcium dye fluorescence, uHTS | calcium dye fluorescence (FLIPR); percent of saturating CRF peptide response | activation, % at 13.2 µM | actives 0.46% (n = 350,000);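 active = activation of at least 50%, plus an integration ratio under a set limit after plate pattern correction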;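 note: plate controls were neutral control wells without compound for no effect and CRF at EC100 for full effect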
CRFR2-BP antag = antagonists of CRF-BP/CRF-R2 complex, primary screen, cell-based, HEK293, calcium dye fluorescence, uHTS; inhibition, % at 11.8 µM; actives 0.59% (n = 350,000); CRF-induced calcium fluorescence;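 active = inhibition of the ligand-induced calcium signal above about 50% at the single tested concentration, limit read from the data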
CHRM5 antagonist = human M5 muscarinic receptor antagonists, primary screen, CHO cells, Fluo-8 calcium fluorescence; actives 0.59% (n = 360,000); Muscarinic acetylcholine receptor M5 (Homo sapiens), P08912; inhibition, % at 3 µM; CHO-hM5 cells, ACh EC80;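 active = inhibition above a per-plate cutoff, the mean of that plate's test compounds plus 3 SD, cut at about 27% in these data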;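 note: 0% = acetylcholine EC80 with DMSO and 100% = DMSO without agonist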
M5 ag = human M5 muscarinic receptor agonists, primary screen, CHO-K1 cells, Fluo-8 calcium fluorescence; Muscarinic acetylcholine receptor M5 (Homo sapiens), P08912; activation, % at 3 µM; CHO-K1 hM5 cells; 0% DMSO wells, 100% maximal acetylcholine response; actives 0.19% (n = 360,000);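 active = activation above the run's mean over test compounds plus 3 SD, cut at about 23% in these data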;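 note: signal is peak over basal fluorescence ratio across the kinetic read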
M4 antag = human M4 muscarinic receptor antagonists, primary screen, CHO cells, Fluo-8 calcium fluorescence | inhibition, % at 3 µM | Muscarinic acetylcholine receptor M4 (Homo sapiens), P08173 | CHO-hM4 cells, ACh EC80 | actives 0.73% (n = 360,000);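 active = inhibition above its plate's cutoff, the mean inhibition of sample wells plus 3 SD, cut at about 27% in these data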;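 note: 0% = acetylcholine EC80 with DMSO and 100% = DMSO without agonist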
Target sequence (P08173 whole entry, looked up): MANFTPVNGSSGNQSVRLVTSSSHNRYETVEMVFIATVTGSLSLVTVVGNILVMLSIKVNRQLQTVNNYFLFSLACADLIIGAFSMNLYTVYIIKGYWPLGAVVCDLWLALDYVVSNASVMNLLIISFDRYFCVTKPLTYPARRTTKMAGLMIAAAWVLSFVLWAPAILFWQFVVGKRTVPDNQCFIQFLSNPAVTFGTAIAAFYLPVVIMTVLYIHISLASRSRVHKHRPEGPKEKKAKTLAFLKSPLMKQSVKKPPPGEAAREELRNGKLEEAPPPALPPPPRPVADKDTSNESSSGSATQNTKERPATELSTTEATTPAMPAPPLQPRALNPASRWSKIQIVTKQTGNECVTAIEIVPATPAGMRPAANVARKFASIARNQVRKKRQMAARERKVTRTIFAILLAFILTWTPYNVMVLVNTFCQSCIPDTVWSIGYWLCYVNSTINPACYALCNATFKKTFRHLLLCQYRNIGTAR
CHRM4 agonist = human M4 muscarinic receptor agonists, primary screen, CHO-K1 cells, Fluo-8 calcium fluorescence; Muscarinic acetylcholine receptor M4 (Homo sapiens), P08173; CHO-K1 hM4/Gqi5; vehicle 0%, full acetylcholine response 100%; activation, % at 3 µM; actives 0.14% (n = 360,000);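 active = activation above the run mean over all test wells plus 3 SD, cut at about 32% in these data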;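 note: peak over basal fluorescence ratio per well then scaled between controls; 0% = DMSO wells and 100% = acetylcholine at EC100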
IDE inh = human IDE inhibitors in live cells, primary screen, fluorescence polarization, HEK cells, FAbetaB substrate | inhibition, % at 5.59 µM | actives 0.41% (n = 320,000) | Insulin-degrading enzyme (Homo sapiens), P14735 | FAbetaB cleavage;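 active = percent inhibition above the average of all tested compounds plus 3 SD, set per screening campaign, cut at about 16% in these data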;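 note: IDE supplied by intact live HEK cells; FP after avidin binding of uncleaved biotin substrate so inhibition keeps polarization high; 0% = DMSO wells and 100% = 60 µM reference IDE inhibitor Ii1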
M4 PAM = human M4 muscarinic receptor positive allosteric modulators, primary screen, CHO-K1 cells, Fluo-8 calcium fluorescence. CHO-K1 hM4/Gqi5, ACh EC20; 0% = ACh EC20, 100% = maximal ACh. activation, % at 3 µM. actives 0.4% (n = 360,000). AID 624126, 2012;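 active = activation above its plate's cutoff, the mean activation of sample wells plus 3 SD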; note: some results filed as inactive read as strong as hits
Active calls of the source: *; x = no result given.

SMILES	M5 PAM	CRFBP-R2 agonist	CRFR2-BP antag	CHRM5 antagonist	M5 ag	M4 antag	CHRM4 agonist	IDE inh	M4 PAM
CN(c1ccccc1)S(=O)(=O)c1ccc2[nH]c(=O)oc2c1	-7	-1.7	3	4	-5	-14	3	2	4
CCOc1ccc2c(c1)C(c1ccc(C)o1)=NNC(c1ccncc1)=N2	-2	1.0	8	-3	-3	6	0	0	-1
ON(CCc1ccccn1)Cc1ccccc1	-2	2.4	3	0	3	-7	1	x	3
Cc1ccc(NC(=O)OCc2cncs2)cc1	4	-2.6	1	-5	-5	0	5	9	7
Cc1cc(C(C)(C)C)oc1C(=O)Nc1ccc(CC(=O)O)cc1	-4	1.4	-35	-2	2	-8	0	4	-1
Cc1cc(NC(=O)COC(=O)c2cc3c(s2)CCC(C)C3)no1 (configuration not stated)	0	1.3	-24	-7	-6	-1	0	-4	3
C=C(C)C(=O)Nc1cccc(C2=NOC3(C2)C[C@@H](C(N)=O)N(C(=O)/C=C/CC)C3)c1 (some centres not stated)	2	-0.4	-6	6	3	8	1	6	2
Cc1cccc(C(=O)Nc2c(C#N)c(C)c(C)n2Cc2ccccc2)c1	-8	-1.3	14	5	-6	3	-1	-1	-3
Cc1cccc(NC(=O)CN(C)S(=O)(=O)c2ccc(Cl)cc2)n1	-2	-1.8	2	-1	3	3	1	1	11
O=C(c1ccco1)c1cn[nH]c1-c1ccc(Cl)cc1O	-2	-0.2	-9	1	2	5	3	2	2
O=C(N/N=C\C=C\c1ccc2c(c1)OCO2)C1COc2ccccc2O1 (configuration not stated)	1	-0.7	1	-2	-3	-4	2	3	1
COc1ccc([C@H]2CC(=O)C=C(c3cc(Br)ccc3OC)C2)cc1	3	1.6	-6	-4	-4	4	1	1	1
COc1ccc(OC)c(NC(=O)Cn2c(CCC(=O)O)ccc2-c2ccccc2)c1	2	-0.6	6	8	-1	5	0	1	17
O=S(OCCN1CCOCC1)C(c1ccccc1)c1ccccc1 (configuration not stated)	10	-0.8	-1	6	0	-3	2	x	-1
Fc1ccccc1-c1cc2cc3c(cc2cn1)OCO3	-3	0.9	-6	9	5	-8	7	1	14
CCCCN(CC)C(=O)Cc1c(C(=O)O)[nH]c2ccc(Cl)cc12	0	-0.1	12	1	-2	-1	0	7	2
CCOc1cc(CN2CCc3c([nH]c4ccccc34)C2)ccc1OC	2	-0.3	-6	6	-3	0	3	x	-5
COc1ccc(C(=O)NCc2oc(-c3ccccc3)cc2C(=O)O)cc1	0	5.3	34	-4	-1	0	0	2	3
CCOC(=O)N1CCC(NC(=O)CC(NS(=O)(=O)c2ccc(Cl)cc2)c2ccco2)CC1 (configuration not stated)	-2	7.0	-48	13	-3	-1	0	6	18
Cn1c(C(=O)NCCCN2CCOCC2)cc2c(=O)n(C)c3ccccc3c21	2	-1.8	1	-3	2	-3	3	3	4

Molecules from the list above containing a Cl atom:
SMILES	M5 PAM	CRFBP-R2 agonist	CRFR2-BP antag	CHRM5 antagonist	M5 ag	M4 antag	CHRM4 agonist	IDE inh	M4 PAM
Cc1cccc(NC(=O)CN(C)S(=O)(=O)c2ccc(Cl)cc2)n1	-2	-1.8	2	-1	3	3	1	1	11
O=C(c1ccco1)c1cn[nH]c1-c1ccc(Cl)cc1O	-2	-0.2	-9	1	2	5	3	2	2
CCCCN(CC)C(=O)Cc1c(C(=O)O)[nH]c2ccc(Cl)cc12	0	-0.1	12	1	-2	-1	0	7	2
CCOC(=O)N1CCC(NC(=O)CC(NS(=O)(=O)c2ccc(Cl)cc2)c2ccco2)CC1 (configuration not stated)	-2	7.0	-48	13	-3	-1	0	6	18

(continued)
SMILES	M5 PAM	CRFBP-R2 agonist	CRFR2-BP antag	CHRM5 antagonist	M5 ag	M4 antag	CHRM4 agonist	IDE inh	M4 PAM
CN(C)c1cccc(/C=C(\C#N)c2ccccc2)c1	-6	-2.9	8	7	-10	3	-1	10	-7
CSC1=NC2C(N1)N(C)C(=O)N2C (configuration not stated)	5	-0.2	-7	-1	-2	-5	0	3	2
N#Cc1nc(-c2ccccc2F)oc1N1CCCC1	6	-0.6	16	-5	3	-4	0	1	-2
Cc1ccccc1CN(c1ccc(C(=O)N2CCCC2)cc1)S(C)(=O)=O	2	-1.4	11	-6	4	-19	6	8	3
COc1ccc(-c2sc3cc4c(cc3c2C#CC2(O)CCCCC2)OCO4)cc1	11	2.6	-18	6	2	-3	1	-3	12
Cc1ccc(S(=O)(=O)CC(=O)N2CCN(c3ccc([N+](=O)[O-])cc3)CC2)cc1	-5	-1.0	5	20	5	1	6	19*	-6
S=c1[nH]nc(C2CC2c2ccc(Cl)cc2)n1-c1ccc(Cl)cc1 (configuration not stated)	1	-2.8	-13	3	-1	-8	-1	0	6
Clc1cccc(CSc2nnc(-c3ccccn3)n2Cc2ccco2)c1	-11	-0.8	12	2	-3	-3	-1	-1	-4
Nn1c(SCC(=O)NNC(=O)c2ccccc2)nnc1-c1ccccc1F	0	4.7	-2	1	3	-3	3	0	12
CC(Oc1ccc(Br)cc1)C(=O)NCc1ccccn1 (configuration not stated)	12	-2.1	-15	-8	0	-2	0	-1	-3
O=c1[nH]c2ccc(Br)cc2c(=O)o1	-5	-0.8	-1	5	0	-9	0	x	4
CC1(C)[C@@H](O)CC[C@]2(C)C3C(O)C=C4[C@H]5C[C@@](C)(CO)CC[C@]5(C)CC[C@]4(C)[C@]3(C)CC[C@@H]12 (some centres not stated)	6	-2.1	0	3	3	0	0	-6	3
CCOc1ccc(NC(=O)c2ccc3c(c2)OCCO3)cc1S(=O)(=O)N(CC)CC	-4	-1.4	12	1	-4	-4	7	-6	-2
COc1cc(NC(=S)Nc2ccc3c(c2)OCCO3)cc(OC)c1OC	-1	-0.5	6	11	-8	-4	0	4	-16
CCN(CC)C(=O)Nc1ccc(Br)cc1	4	-1.0	5	4	3	-2	1	-7	-4
CCc1c(C)[nH]c(=S)c(C#N)c1C	0	2.9	-9	-4	-9	-9	1	4	4
CCCOc1cccc(C2C(C(=O)c3ccco3)=C(O)C(=O)N2CCN(CC)CC)c1 (configuration not stated)	2	2.6	14	1	-2	13	-1	4	9
COC1CCN(C(=O)C2CCC(=O)N(CCc3cccc(F)c3)C2)CC1 (configuration not stated)	-2	1.2	-14	3	-4	-10	1	-2	3
COC(=O)Cn1c(CN2CCN(C(=O)c3ccco3)CC2)nc2c1c(=O)n(C)c(=O)n2C	12	2.1	-1	-7	-1	-7	0	-1	5
Cc1ccccc1NS(=O)(=O)c1ccc(Cl)cc1	-1	-0.7	-7	3	-9	-4	-1	-5	1
CCCCN1Cc2cc(C(=O)c3cc(OC)ccc3O)cnc2NC1=O	-3	-0.7	-16	0	-14	9	2	2	-1
CC12CCC(=O)N1C(C(=O)Nc1ccc(Cl)c(Cl)c1)CS2 (configuration not stated)	3	-2.2	-12	5	-3	-5	2	0	3
Cn1c(=O)cc(Nc2ccc(Cl)cc2)[nH]c1=O	-6	-2.9	10	12	-1	3	1	0	-4
CCOC(=O)c1sc2nc(CC(=O)OC)nc(N3CCN(c4ccc(OC)cc4)CC3)c2c1C	-5	3.7	-14	2	-1	-5	3	3	0
COc1cc(C(=O)N2CCN(S(=O)(=O)c3ccc(C)cc3)CC2)ccc1OCC(=O)N1CCOCC1	8	-1.9	3	8	1	-2	2	x	5
CCN(Cc1ccccc1)S(=O)(=O)c1cc2[nH]c(=O)c(=O)[nH]c2cc1C	-3	1.9	-23	-3	-2	-19	1	0	8
O=C(Nc1ccc(F)c([N+](=O)[O-])c1)c1ccc2c(c1)OCCO2	-8	-1.6	-8	0	-3	7	2	3	-7
O=C(CCCCC(=O)Sc1ccccc1)Sc1ccccc1	-3	-2.0	13	10	-1	3	0	x	-4
COC(=O)c1cccc(Nc2nc(-c3ccncc3)nc3ccccc23)c1	-2	0.4	17	-3	-3	1	2	-1	-2
O=C(Cc1cnn(-c2ccccc2)c1)c1ccc(O)c(O)c1O	0	-1.8	14	-1	2	9	4	7	-9
O=C1CCn2nc(-c3ccc(Cl)cc3)cc2N1	0	0.1	1	-2	-1	-21	1	9	8
CCc1ccc(CCC(=O)Nc2ccccc2C(=O)O)o1	4	-1.1	2	-8	1	16	-2	3	4
Cc1ccc(N2C(=O)c3ccc(C(=O)O)cc3C2=O)c(C)c1	-6	-0.4	3	6	0	5	0	-2	2
COc1ccccc1OCC(=O)NNC(=O)c1ccc2c(=O)n3c(nc2c1)CCC3	-2	-1.9	8	0	0	-1	1	6	0
CCN(CC(=O)Nc1c(F)cccc1F)C(=O)/C=C/c1ccc2c(c1)OCO2	-4	1.9	2	5	4	1	1	3	1
CCOC(=O)C1CCN(C(=S)NC2CCCC2)CC1	-6	-0.5	-6	-1	-2	-2	0	7	-4
CCSc1c([N+](=O)[O-])c(=O)n(-c2ccccc2)c2ccccc12	-2	-0.1	43	9	-10	4	-2	7	-1
CNc1cc(CSc2ccc(Cl)cc2)nc(C)n1	-7	-0.1	5	-2	-1	-4	2	0	-1

3 consecutive entries from above, for reference:
SMILES	M5 PAM	CRFBP-R2 agonist	CRFR2-BP antag	CHRM5 antagonist	M5 ag	M4 antag	CHRM4 agonist	IDE inh	M4 PAM
COC(=O)c1cccc(Nc2nc(-c3ccncc3)nc3ccccc23)c1	-2	0.4	17	-3	-3	1	2	-1	-2
O=C(Cc1cnn(-c2ccccc2)c1)c1ccc(O)c(O)c1O	0	-1.8	14	-1	2	9	4	7	-9
O=C1CCn2nc(-c3ccc(Cl)cc3)cc2N1	0	0.1	1	-2	-1	-21	1	9	8
